USP1-UAF1 inh: Inhibitors of USP1/UAF1: Primary Screen; Ubiquitin carboxyl-terminal hydrolase 1 (Homo sapiens), O94782; recombinant USP1/UAF1, Ub-Rhodamine cleavage fluorescence; Potency, µM (highest dose often 57.1 µM), inactives show at the highest dose activity change, negative = inhibition, usual class: inhibitors; 390,000 compounds, 0.23% hits; further: potency means the concentration at half of the fitted maximal effect; on the % scale 0 is the no-effect control and ±100 the full control effect; nearly all actives have a fitted effect of over 60% in size; inactives centre near -12
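1 nM enzyme complex + cpd, 15 min RT; start with Ub-Rho 150nM final; kinetic fluorescence ex 480/em 540, 6 reads q60 s. Buffer 50mM HEPES pH 7.8, 0.5mM EDTA, 0.1 mg/ml BSA, 1mM TCEP, 0.01% Tween-20.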
TrxR1 inh: qHTS Assay for Inhibitors of Mammalian Selenoprotein Thioredoxin Reductase 1 (TrxR1): qHTS | Potency, µM (doses to about 114 µM), without a hit: at the top dose activity change, negative = inhibition, usual class: inhibitors | 390,000 compounds, 1% hits | recombinant rTrxR1, NADPH fluorescence consumption, selenite substrate | Thioredoxin reductase 1, cytoplasmic (Rattus norvegicus), O89049; further: potency means the concentration at half of the fitted maximal effect; on the % scale 0 is the no-effect control and ±100 the full control effect; nearly all actives have a fitted effect of over 65% in size
Target sequence (O89049 whole entry, looked up): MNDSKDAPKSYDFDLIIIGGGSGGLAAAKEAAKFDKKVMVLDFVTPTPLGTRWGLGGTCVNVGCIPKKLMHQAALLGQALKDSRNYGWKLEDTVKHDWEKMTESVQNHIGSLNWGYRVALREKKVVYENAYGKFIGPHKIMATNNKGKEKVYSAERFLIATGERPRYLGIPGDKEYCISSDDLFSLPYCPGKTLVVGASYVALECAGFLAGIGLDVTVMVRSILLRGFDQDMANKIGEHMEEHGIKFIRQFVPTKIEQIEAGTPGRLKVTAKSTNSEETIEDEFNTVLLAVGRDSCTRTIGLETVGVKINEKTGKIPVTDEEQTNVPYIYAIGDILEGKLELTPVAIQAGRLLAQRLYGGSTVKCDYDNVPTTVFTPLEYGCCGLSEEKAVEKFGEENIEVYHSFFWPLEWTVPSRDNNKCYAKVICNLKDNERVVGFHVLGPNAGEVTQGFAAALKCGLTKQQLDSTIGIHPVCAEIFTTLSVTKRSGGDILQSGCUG
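Rat TrxR1 (90 nM in the dispensed reagent) was pre-reduced with 400 uM NADPH for 5 min at room temperature, then incubated with compound for 15 min. After 400 uM selenite was added, NADPH fluorescence (Ex 340/Em 450 nm) was followed for 8 min.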
TRHR enhancer: qHTS for Small Molecule Agonists and Allosteric Enhancers of Human TRH Receptor: Primary Screen for Enhancers | Thyrotropin-releasing hormone receptor (Homo sapiens), P34981 | TRHR cells, fluo-8 calcium fluorescence, EC20 TRH enhancement | enhancement, % at 2 µM | 360,000 compounds, 0.66% hits; in the data active means enhancement above about 30%; further: 0% is about no effect
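TRHR-expressing cells loaded with fluo-8 calcium dye were read kinetically (ex 480/em 530) during compound addition, then stimulated with an EC20 of TRH (10 nM final). Enhancement of the Gq-mediated intracellular calcium response was scored.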
Pin1 inhibitor: qHTS Assay to Find Inhibitors of Pin1 | Pin1 FP peptide displacement, HiFluor488, 10 min | Potency, µM (titrated, usually from 115 µM), for the others: top-dose activity, negative = inhibition, usual class: inhibitors | 390,000 compounds, 0.009% hits | AID 504891, 2011; active means well fitted inhibition curve with a large enough effect in the polarisation, with a control signal flat, not every such curve was filed as active; inconclusive means small, poorly fitted or top-dose-only effect, or effect the other way, or a change in a side signal; inactive means no such curve, though single readings can be large or run the other way; the % refers to the polarisation; further: potency means the concentration at half of the fitted maximal effect; on the % scale 0 is the no-effect control and ±100 the full control effect
Target sequence (Q13526 whole entry, looked up): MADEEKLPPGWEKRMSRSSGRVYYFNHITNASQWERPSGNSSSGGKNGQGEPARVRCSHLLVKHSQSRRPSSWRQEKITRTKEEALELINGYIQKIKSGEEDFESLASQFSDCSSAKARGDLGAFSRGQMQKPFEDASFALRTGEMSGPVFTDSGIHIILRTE
TRHR agonist: qHTS for Small Molecule Agonists and Allosteric Enhancers of Human TRH Receptor: Primary Screen for Agonists. AID 493084, 2011. activation, % at 2 µM. Thyrotropin-releasing hormone receptor (Homo sapiens), P34981. 360,000 compounds, 0.18% hits. TRHR cells, calcium flux fluo-8, FDSS agonist mode; in the data active means activation above about 30%; further: 0% is about no effect
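TRHR-expressing cells loaded with fluo-8 calcium dye; 23 nL library compound pin-transferred, kinetic FDSS fluorescence (Ex 480/Em 530) recorded about 180 s for agonist-induced calcium release, before a 10 nM TRH EC20 addition for potentiator mode.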
mIDH1 inhibitor: qHTS for Inhibitors of mutant isocitrate dehydrogenase 1 (IDH1): qHTS; IDH1-R132H enzyme, NADPH consumption, diaphorase/resazurin fluorescence; Isocitrate dehydrogenase [NADP] cytoplasmic (Homo sapiens), O75874; 390,000 compounds, 0.093% hits; Potency, µM (top dose mostly 76.6 µM), for inactives: at the top dose activity change, negative = inhibition, most hits filed as inhibitors; further: potency means the concentration at half of the fitted maximal effect; on the % scale 0 is the no-effect control and ±100 the full control effect; nearly all actives have a fitted effect of over 65% in size
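IDH1-R132H (0.5 ug/mL dispensed) in pH 7.5 Tris buffer was preincubated 30 min with compound, then given a substrate mix of 0.016 mM NADPH and 2 mM alpha-KG for 80 min at room temperature; remaining NADPH was read by diaphorase/resazurin fluorescence.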
TrxR1 substrate: qHTS Assay for Substrates of Mammalian Selenoprotein Thioredoxin Reductase 1 (TrxR1): qHTS; Thioredoxin reductase 1, cytoplasmic (Rattus norvegicus), O89049; purified TrxR1 substrate turnover, NADPH consumption readout; Potency, µM (highest dose often 114 µM), without a hit: at the top dose activity change, negative = substrate turnover; 390,000 compounds, 0.01% hits; further: potency means the concentration at half of the fitted maximal effect; on the % scale 0 is the no-effect control and ±100 the full control effect; nearly all actives have a fitted effect of over 50% in size
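Rat TrxR1, dispensed at 90 nM, was prereduced with 400 uM NADPH (final) for 5 min at ~22 deg C, then incubated with compound 15 min before 400 uM selenite. A first-read NADPH fluorescence drop versus no-compound background flagged substrates.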
D2 antag: HTS Assay for Allosteric Antagonists of the Human D2 Dopamine Receptor: Primary Screen for Antagonists; D(2) dopamine receptor (Homo sapiens), P14416; HEK293 TREx D2 cells, calcium flux, dopamine EC80; inhibition, % at 10 µM; 340,000 compounds, 2% hits; AID 485344, 2010; in the data active means inhibition above about 30%; further: 0% is about no effect
Target sequence (P14416 whole entry, looked up): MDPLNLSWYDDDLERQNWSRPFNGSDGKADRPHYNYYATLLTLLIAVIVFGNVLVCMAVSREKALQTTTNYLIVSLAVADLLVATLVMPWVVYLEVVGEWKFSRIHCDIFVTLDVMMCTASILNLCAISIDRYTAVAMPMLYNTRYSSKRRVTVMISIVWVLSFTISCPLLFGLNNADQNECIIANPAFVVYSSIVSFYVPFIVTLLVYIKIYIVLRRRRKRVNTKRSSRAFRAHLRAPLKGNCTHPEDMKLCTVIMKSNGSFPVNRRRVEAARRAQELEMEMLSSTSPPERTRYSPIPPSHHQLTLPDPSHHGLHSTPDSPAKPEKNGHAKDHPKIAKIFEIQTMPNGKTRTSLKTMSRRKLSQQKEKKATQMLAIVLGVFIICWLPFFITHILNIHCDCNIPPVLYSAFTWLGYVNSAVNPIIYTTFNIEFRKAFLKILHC
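Dopamine at EC80 is the agonist stimulus; test compounds precede it by 180 s. Calcium flux read kinetically in a force-coupled, inducible HEK293 T-REx D2 cell line.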
D2 agonist: HTS Assay for Allosteric Agonists of the Human D2 Dopamine Receptor: Primary Screen for Agonists; activation, % at 2 µM; HEK293 T-REx D2 cells, calcium flux agonist mode; 340,000 compounds, 0.53% hits; D(2) dopamine receptor (Homo sapiens), P14416;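 active means activation over 3 SD above normal in the single-dose calcium agonist read, cut at about 30% in these data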; further: 0% is about no effect
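Calcium-flux readout, 1 cycle/sec over 180 s following compound pin transfer, in inducible HEK293 Trex D2 cells (force-coupled); dopamine controls included. Positive calcium responses during this window marked compounds as potential agonists.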
* marks the source's active call; other numbers are inactive results; ? = inconclusive; nt = no result given; [ ] = dose if it differs, or a comment. Unless noted, the call rests on the fitted dose curve; in most records, active means well fitted inhibition curve with a large enough effect; inconclusive means small, poorly fitted or top-dose-only effect; inactive means no such curve, though single readings can be large or run the other way. An excerpt (hit frequency here may not be typical).

nr	mol	USP1-UAF1 inh	TrxR1 inh	TRHR enhancer	Pin1 inhibitor	TRHR agonist	mIDH1 inhibitor	TrxR1 substrate	D2 antag	D2 agonist
1	CC(C)CCn1c(SCC(=O)Nc2ccccc2C(F)(F)F)nc2nccnc2c1=O	-7%	17%[57.1 µM]	12	-3%	-0.6	-13%	8%[57.1 µM]	-13	-0.3
2	O=C(NCc1ccc(Cl)cc1)C1CCCN(S(=O)(=O)c2cnc[nH]2)C1 (centres undefined)	?	8%	0	0%	0.2	11%	7%	nt	nt
3	Cc1ccc(-c2nn3c(C)nnc3s2)cc1NC(=O)c1ccco1	-10%	5%	1	18%	0.7	-9%	-2%	0	-1.4
4	CN(C(=O)CC1C(=O)NCCN1Cc1ccoc1)C1CCOCC1 (centres undefined)	-1%	18%[57.1 µM]	0	-1%	1.1	-6%	7%[57.1 µM]	0	-0.3
5	CSc1cccc(Nc2nc3c(S(=O)(=O)c4ccccc4)nnn3c3ccc(Cl)cc23)c1	18%	-5%	10	9%	0.1	-2%	-4%	nt	nt
6	O=C(CSc1nnc(NC(=O)c2cccc(F)c2)s1)NCc1ccco1	-23%	23%	4	5%	0.3	-9%	7%	-15	-0.1
7	CCOC(=O)c1c(C)n(C)c2ccc(OCC(O)Cn3nc(C)c(Br)c3C)cc12 (centres undefined)	-11%	-8%	-7	15%	-0.2	-3%	-16%	-4	0.4
8	O=C(CCCSc1nnc(Nc2ccccc2F)s1)N1CCOCC1	-5%	21%	-2	1%	-0.5	3%	6%	39*	1.0
9	COc1ccc(NC(=O)CSc2nc(C)c3c(c2C#N)CCCC3)cc1	-13%	7%[57.1 µM]	-8	1%	-0.4	0%	5%[57.1 µM]	9	0.3
10	COc1ccccc1NC(=O)CSc1ccc2nnc(-c3ccc(C)cc3)n2n1	-16%	8%	-2	4%	-1.9	-10%	-1%	-15	0.9
11	CCCc1c(C(=O)N/N=C/c2ccc(OC)c(OCc3ccccc3)c2)nnn1-c1nonc1N	-5%	32%[activator]	6	6%	1.2	0%	12%	-7	-0.9
12	O=C(c1ccccc1)c1coc2c1C(=O)c1ccccc1C2=O	?	10%[57.1 µM]	-5	-8%	0.1	-6%	-2%[57.1 µM]	-3	-1.1
13	CC1CCN(CCc2nc3cc(NC(=O)COc4ccc([N+](=O)[O-])cc4)ccc3n2C)CC1	-6%	12%	4	-1%	0.0	-5%	1%	27	0.8
14	COCCn1c(=O)[nH]c2cc(C(=O)N3CCN(c4cccc(Cl)c4)CC3)ccc2c1=O	-14%	10%	11	1%	0.8	6%	-4%	8	2.2
15	CCOc1ccc(-c2cc(OC(=O)c3ccc(OC)cc3)c3c(C)oc(C)c3c(=O)c2)cc1	?	-23%	9	0%	0.1	1%	-1%	nt	0.7
16	CCCCNC(=O)c1cc2cc(CC)ccc2[nH]1	-8%	-6%	-4	10%	-0.2	-7%	0%	12	-1.9
17	O=S(=O)(c1cccc(NC(=S)Nc2ccc(Br)cc2Cl)c1)N1CCOCC1	-25%	18µM*	-1	4%	-0.8	7%	5%	38*	0.1
18	COc1ccc(OC)c(/C=C/c2nc3ccccc3[nH]c2=O)c1	180%[activator]	8%	-4	?	26	0%	2%	-24	11
19	CCCCCCNCC1OCc2ccccc2CO1	-19%	-7%	-7	20%	0.2	2%	-4%	8	-0.6
20	COC(=O)C1Cc2c([nH]c3ccccc23)C(C)N1 (centres undefined)	-1%	?	10	?	1.3	-1%	6%	6	1.1
21	Cc1cccc(N2C(=O)c3ccc(C(=O)Nc4c[nH]c(=O)[nH]c4=O)cc3C2=O)c1	-28%	26%	19	0%	-0.7	0%	4%	-1	-0.4
22	COc1ccc(Nc2nc(NCCCN3CCOCC3)nc(N)c2[N+](=O)[O-])cc1	-20%	?	14	-18%	0.0	10%	-14%	-13	9.0
23	Cc1ccccc1CN1c2ccccc2-c2nc(SCC(N)=O)ncc2S1(=O)=O	-22%	15%[57.1 µM]	-2	13%	-0.2	-10%	10%[57.1 µM]	nt	0.0
24	COCCOC(=O)C1=C(N)OC2=C(C(=O)CCC2)C1c1cccnc1 (centres undefined)	-17%	-8%	-10	-1%	0.5	2%	-5%	14	1.4
25	CC(CCc1ccccn1)(CCc1ccccn1)C(=O)c1ccccc1	-17%	10%[57.1 µM]	nt	-6%	nt	7%	9%[57.1 µM]	nt	nt
26	CCCCOc1ccc(C(=O)NCC(=O)NC2CCN(Cc3ccccc3)CC2)cc1	-4%	-6%	3	-9%	-1.1	8%	-10%	18	-0.3
27	CC(C)Nc1nc2ccccc2c(=O)[nH]1	-15%	19%[57.1 µM]	5	-7%	-0.4	6%	8%[57.1 µM]	-9	-2.8
28	COc1ccc(-c2cc(C(F)(F)F)n3nc(C(=O)Nc4cc(Cl)cc(Cl)c4)cc3n2)cc1	-4%	22%	1	-7%	0.8	-6%	7%	nt	-0.1
29	CCCCOC(=O)C(C)c1c(C)[nH]c(=S)[nH]c1=O (centres undefined)	-2%	-16%	5	1%	0.3	1%	9%[57.1 µM]	2	0.0
30	CCOc1ccc(OCCOc2cccc(C(F)(F)F)c2)cc1	-4%	15%[57.1 µM]	-4	-4%	1.6	4%	-8%	nt	nt
31	Cc1ccc(Cl)cc1NC(=O)COC(=O)CN1C(=O)C2CCCCC2C1=O (centres undefined)	-10%	9%	2	-3%	0.0	9%	-3%	-7	0.8
32	Cc1ccc(-c2nnc(Nc3ccc(Br)cc3)c3ccccc23)cc1S(=O)(=O)NCc1nc2ccccc2[nH]1	-25%	23%	0	13%	0.8	-31%	10%	nt	nt
33	Nc1nccc(-c2ccc(-n3cccc3)cc2)n1	-14%	15%[11.4 µM]	6	-6%	-3.3	-4%	4%[57.1 µM]	-6	-0.2
34	NC(=O)c1cc(Br)cc(C2CCCCC2)c1O	-23%	10%	8	-3%	1.6	-5%	5%	-14	0.3
35	Cc1ccccc1NS(=O)(=O)c1ccc(C(=O)N2CCCC(C(F)(F)F)C2)cc1 (centres undefined)	-3%	4%	-11	5%	0.8	-1%	-4%	7	1.0
36	Cc1nc2ccccc2cc1C(=O)Nc1ccccc1Cl	-5%	22%[57.1 µM]	-3	-3%	-0.8	3%	-1%[57.1 µM]	-10	2.0
37	O=C(O)CC1SC(N/N=C/c2ccc(Br)cc2)NC1=O (centres undefined)	-23%	-1%	-4	-3%	0.4	-4%	-13%	nt	nt
38	CCN1C(=O)CC(N2CCN(c3ccc(C(=O)c4ccncc4)cc3)CC2)C1=O (centres undefined)	-11%	-2%	11	2%	0.9	1%	-9%	5	0.7
39	CC(C)(C)C(=O)Nc1ccc2c(c1)OCCOCCOc1cc(NC(=O)C(C)(C)C)ccc1OCCOCCO2	-25%	12%	0	7%	0.0	-11%	5%	20	-0.1
40	COc1ccc(N2CCN(Cc3nc4c(c(=O)[nH]c(=O)n4C)n3Cc3ccccc3)CC2)cc1	-3%	4%	4	-2%	-1.8	32%[activator]	0%	nt	-0.6
41	Fc1ccc(NC(=S)Nc2cccnc2)cc1Cl	-20%	?	-1	-3%	1.0	19%	2%[57.1 µM]	nt	nt
42	COc1ccc(C2=NS(=O)(=O)N(C)C(C(=O)N3CCN(C)CC3)=C2)cc1	-22%	-9%[57.1 µM]	1	-1%	0.2	2%	-1%[57.1 µM]	-11	0.3
43	CC(=O)C(Cc1ccc(Cl)nc1)(Cc1ccc(Cl)nc1)C(C)=O	-26%	14%	-1	-6%	-0.1	7%	2%	-26	0.0
44	COc1cc(C(=O)NCc2nnc(SCC(=O)Nc3cc(C)cc(C)c3)o2)cc(OC)c1OC	-18%	4%	-1	-6%	0.0	7%	0%	15	0.2
45	CCOC(=O)c1cccc(NC(=O)Cn2ncc3c(=O)oc4ccccc4c32)c1	-14%	14%	-2	10%	0.6	2%	-7%	nt	0.0
46	CCOc1ccc(C2C=C(c3cccc(OC)c3)Nc3nnnn32)cc1 (centres undefined)	-26%	5%	-2	-4%	1.5	10%	7%[11.4 µM]	nt	0.4
47	COc1ccc(S(=O)(=O)NC2CCCCC2)cc1C(=O)N1CCCCC1	-1%	11%	-4	-3%	0.1	-2%	1%	-15	0.0
48	Cc1cc(C)n(S(=O)(=O)c2ccc(F)cc2)n1	-6%	21%	10	-1%	-0.1	6%	-2%	3	0.1
49	COc1ccc(CCN2CC(C(=O)N3CCCCCC3)CCC2=O)cc1 (centres undefined)	-4%	-13%	-1	-5%	-0.6	0%	-16%	3	0.3
50	Cc1cc(C(=O)O)cc(S(=O)(=O)NNC(=O)c2cccs2)c1C	-25%	22%	-15	-11%	-0.2	14%	8%	8	1.0
51	CCN(Cc1cnn(C)c1)Cc1nc(Cc2ccccc2Cl)no1	-6%	28%	1	-2%	-0.4	7%	5%	-6	0.0
52	Cc1cccc(Cn2c(N(C)CCO)nc3c2c(=O)[nH]c(=O)n3C)c1	-9%	6%	1	-1%	0.5	-4%	-6%	-6	0.9

Bioassay records deposited in PubChem by National Center for Advancing Translational Sciences (NCATS).
